VIM-2 inh: inhibitors of Pseudomonas aeruginosa VIM-2 metallo-beta-lactamase; purified VIM-2, nitrocefin hydrolysis, epi-absorbance fluorescence; inhibition, % at 5.6 µM; 290,000 tested, 0.89% active; AID 1527;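 active = inhibition above the mean of all tested compounds plus 3 SD, cutoff set per screening run, cut at about 7.5% in these data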;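 also: red hydrolysis product quenches plate fluorescence so inhibitors raise well fluorescence; 0% = enzyme with DMSO and 100% = DMSO without enzyme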
IDE cell inh: cellular human IDE inhibition | HEK cells, FAbetaB cleavage, fluorescence polarization | inhibition, % at 5.59 µM | 320,000 tested, 0.41% active | AID 434962;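 active = percent inhibition above the average of all tested compounds plus 3 SD, set per screening campaign, cut at about 16% in these data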;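 also: IDE supplied by intact live HEK cells; FP after avidin binding of uncleaved biotin substrate so inhibition keeps polarization high; 0% = DMSO wells and 100% = 60 µM reference IDE inhibitor Ii1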
SUMO HTRF inh: SUMOylation inhibition; HTRF SUMOylation assay, SAE1/SAE2 + UBC9, in vitro; inhibition, % at 35 µM; 290,000 tested, 0.36% active; in the data active = inhibition above about 50%, passing the limit was not always enough; also: strong numbers were not always called active
Target sequence (P63279 whole entry, looked up): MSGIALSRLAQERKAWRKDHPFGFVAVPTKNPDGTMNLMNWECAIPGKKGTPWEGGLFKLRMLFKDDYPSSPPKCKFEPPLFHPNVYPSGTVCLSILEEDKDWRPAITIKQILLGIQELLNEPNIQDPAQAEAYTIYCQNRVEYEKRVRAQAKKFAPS
p-CIP stab down: lowers stability of the mouse p/CIP coactivator protein; Q05BA5; AID 1984; F442A p/CIP-EGFP cells, EGFP fluorescence, 16 h; 290,000 tested, 0.01% active; decrease of EGFP signal, % at 10 µM;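 active = EGFP signal decrease of at least 30% at 10 µM or well 3 SD below plate mean, unless failing retest; inactive = the rest, including hits failing retest or dose response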; also: some compounds called inactive have numbers as strong as hits; many of its hits are not listed in these tables
CRFBP-R2 block: antagonists of CRF-binding protein/CRF-R2 receptor complex. HEK293 CRF-R2/CRF-BP, CRF-induced calcium fluorescence. inhibition, % at 11.8 µM. 350,000 tested, 0.59% active. AID 588475;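 active = inhibition of the ligand-induced calcium signal above about 50% at the single tested concentration, limit read from the data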
IDE cell activ: boosts human insulin-degrading enzyme activity in HEK cells; P14735; FAbeta-B cleavage, fluorescence polarization; 0% vehicle, 100% cell-free pure enzyme wells; activation, % at 5.96 µM; 340,000 tested, 0.073% active; AID 493087;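 active = activation above the mean of all tested compounds plus 3 SD, set per screening campaign, cut at about 17% in these data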
GalR3 antagonist: blocks the human galanin receptor 3; O60755; inhibition, % at 3 µM; HEK293 GalR3-CNG cAMP membrane potential fluorescence; galR3 body fused to GalR1 C-terminus; 360,000 tested, 0.44% active;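 active = inhibition above the screen-wide average plus 3 SD, cut at about 13% in these data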;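 also: forskolin and galanin both at EC90 stimulate the cells; cAMP rise reported by CNG channel membrane potential dye signal; 0% = forskolin plus galanin with DMSO and 100% = forskolin alone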
Target sequence (O60755 1-299 limits assumed): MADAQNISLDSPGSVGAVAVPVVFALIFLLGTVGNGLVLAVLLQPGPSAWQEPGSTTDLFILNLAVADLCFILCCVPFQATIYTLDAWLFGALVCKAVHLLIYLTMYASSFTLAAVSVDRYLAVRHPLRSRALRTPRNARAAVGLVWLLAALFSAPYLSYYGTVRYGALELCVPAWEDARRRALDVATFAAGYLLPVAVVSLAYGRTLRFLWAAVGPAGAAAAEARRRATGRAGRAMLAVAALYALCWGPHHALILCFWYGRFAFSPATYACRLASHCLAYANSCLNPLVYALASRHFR
IMP-1 inhibitor: blocks Pseudomonas aeruginosa IMP-1 metallo-beta-lactamase; purified IMP-1, nitrocefin hydrolysis, epi-absorbance fluorescence; inhibition, % at 5.6 µM; 290,000 tested, 0.45% active; AID 1556;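 active = inhibition above the mean plus 3 SD of all compounds in the same screening run, cut at about 4.5% in these data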;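 also: 0% = IMP-1 with DMSO and 100% = DMSO wells lacking enzyme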
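System: purified recombinant IMP-1 beta-lactamase. Medium: Zinc- and detergent-supplemented HEPES buffer, pH 7.1. Compound: one 5.6 µM dose […]. Schedule: 15 min preincubation plus 25 min reaction at 25 °C. Technique: Epi-absorbance fluorescence, 480 nm excitation, 530 nm emission.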
HCV NS3 hel inh: HCV NS3 helicase inhibition | inhibition, % at 10.9 µM | NS3 helicase DNA unwinding, Cy5 molecular beacon fluorescence | AID 1800 | 290,000 tested, 0.56% active;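 active = inhibition above the mean of all tested compounds plus 3 SD, set per campaign, cut at about 35% in these data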;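 also: 0% = DMSO wells and 100% = thioflavine S control wells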
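System: HCV NS3 helicase fragment; control set: DMSO and thioflavine S; technique: Cy5 fluorescence at 0 and 60 min, beacon hairpin quenching; reagent: beacon DNA duplex substrate plus ATP; replicates: singlicate; schedule: 1 h reaction at 25 °C, ATP-initiated; medium: MOPS buffer pH 6.5 with MgCl2, DTT, Tween20, BSA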
* marks the source's active call; other numbers are inactive results; . = no result given.

SMILES	VIM-2 inh	IDE cell inh	SUMO HTRF inh	p-CIP stab down	CRFBP-R2 block	IDE cell activ	GalR3 antagonist	IMP-1 inhibitor	HCV NS3 hel inh
CN(Cc1cc2ccccc2[nH]c1=O)C(=O)COc1ccccc1	-2.3	-12	16	-9	3	7	-1	-3.7	12
O=C(CSc1nnc(Cc2cccs2)n1-c1ccccc1)Nc1ccc2c(c1)OCCO2	-4.8	-2	8	-20	-6	7	-1	-6.3	-16
CC(C(=O)Nc1cc(Cl)cc(Cl)c1)N1CCCC1 (stereo not given)	-3.6	2	0	-5	-11	1	-11	-4.1	0
CCOC(=O)N1CCN(C(=O)c2nn(C)c3c2CSc2ccccc2-3)CC1	-4.3	3	1	2	21	8	.	-4.9	-20
Cc1ccc(S(=O)(=O)Nc2ccccc2CNc2cccc(C)n2)cc1	0.5	5	-30	1	6	1	-2	-3.0	-17
Cc1cc(C)c(C#N)c(SCCS(=O)(=O)Cc2ccc(Cl)cc2)n1	-2.4	1	32	-14	-5	-2	-5	-1.3	-11
O=C(Nc1ccc(N2CCOCC2)cc1)Nc1cnsn1	-2.1	2	40	-3	-3	-3	-5	-5.9	23
Cc1cc(C)cc(N(CC(=O)NC2CCCC2)C(=O)CCC(=O)Nc2cc(C)ccn2)c1	-5.7	0	6	6	-2	-4	-5	-2.9	8
Cc1cc(=O)oc2c(C)c(OC(C)C(=O)Nc3ccc(N4CCC(C)CC4)cc3)ccc12 (stereo not given)	-2.1	-1	1	-19	6	0	4	-4.5	-19
CCOC(=O)c1c(-c2ccccc2)csc1NC(=O)c1ccc(S(=O)(=O)N2CCOCC2)cc1	-2.9	-2	2	-18	-32	0	-1	-2.8	12
COc1ccc2ccccc2c1CN1CCSCC1	0.2	.	-6	-1	4	-2	-5	-1.6	7
O=C(NCc1ccccc1)c1ccc(S(=O)(=O)Nc2cccc(C(F)(F)F)c2)cc1	1.1	2	-10	-16	-27	2	-9	1.1	-10
O=C(Cn1cnc2c(nnn2-c2ccc(F)cc2)c1=O)N1CCCC1	-0.5	-3	-2	-7	4	3	0	-2.8	2
COc1ccc(NC(=O)C2=CCN(S(=O)(=O)c3ccccc3)CC2)cc1OC	2.1	0	10	0	-8	1	-7	0.7	9
COc1ccc(C2CC(c3ccccc3)n3nc(NC(=O)c4cccs4)nc3N2)cc1 (stereo not given)	-3.4	7	-5	-4	18	-2	-1	-1.7	-12

Ordered by value in p-CIP stab down (falling): 4 of the compounds above
SMILES	VIM-2 inh	IDE cell inh	SUMO HTRF inh	p-CIP stab down	CRFBP-R2 block	IDE cell activ	GalR3 antagonist	IMP-1 inhibitor	HCV NS3 hel inh
COc1ccc2ccccc2c1CN1CCSCC1	0.2	.	-6	-1	4	-2	-5	-1.6	7
CN(Cc1cc2ccccc2[nH]c1=O)C(=O)COc1ccccc1	-2.3	-12	16	-9	3	7	-1	-3.7	12
O=C(NCc1ccccc1)c1ccc(S(=O)(=O)Nc2cccc(C(F)(F)F)c2)cc1	1.1	2	-10	-16	-27	2	-9	1.1	-10
CCOC(=O)c1c(-c2ccccc2)csc1NC(=O)c1ccc(S(=O)(=O)N2CCOCC2)cc1	-2.9	-2	2	-18	-32	0	-1	-2.8	12

Continuation.
SMILES	VIM-2 inh	IDE cell inh	SUMO HTRF inh	p-CIP stab down	CRFBP-R2 block	IDE cell activ	GalR3 antagonist	IMP-1 inhibitor	HCV NS3 hel inh
CC(Sc1nnc(N)s1)C(=O)NCc1ccc2c(c1)OCO2 (stereo not given)	.	3	.	.	8	5	-3	.	.
Cc1ccc(NC(=O)C2CCN(S(=O)(=O)c3ccc4c(c3)NC(=O)C(C)S4)CC2)c(Cl)c1 (stereo not given)	-2.8	3	-18	-14	-4	-2	-7	-3.0	-15
Cc1ccc(C)c(S(=O)(=O)N2CCN(C(=O)CSC(=S)N3CCCC3)CC2)c1	.	-9	.	.	5	-2	3	.	.
CCn1cc(CN2CCN(Cc3cccc(OC)c3)C(CCO)C2)c(C)n1 (stereo not given)	-0.4	4	31	-9	16	0	-5	-3.0	-2
CCOc1ccc(S(=O)(=O)N2CCOCC2)c2ccccc12	-2.0	7	-7	-1	2	4	-2	-2.2	11
COc1ccc(NC(=O)C2C3C=CC4(O3)C2C(=O)N(CCCN2CCCC(C)C2)C4C(=O)NC2CCCCC2)cc1 (stereo not given)	-3.0	1	7	-5	-13	0	-9	-2.8	-7
COc1ccccc1C(=O)NCCC(=O)Nc1ccc(C)cn1	-1.3	0	9	-7	-12	2	-5	-2.8	-5
Cc1nc(CC(=O)NNS(=O)(=O)c2cccc(Cl)c2Cl)cs1	.	1	.	.	-4	7	-1	.	.
COc1cc(NC(=O)Cn2ncc3c2-c2ccccc2OC3)cc(OC)c1OC	-3.0	2	6	-12	-75	5	.	-4.3	1
Cc1ccc(NS(=O)(=O)c2ccc(Cl)s2)nc1	-1.0	0	-3	-3	-5	5	-3	-0.6	-3
Cc1ccc(S(=O)(=O)N(C)C)cc1NC(=O)COC(=O)Cc1cccs1	.	3	.	.	-1	-4	-4	.	.
CCOC(=O)C1=C(COC(=O)C(CC)Oc2ccccc2)NC(=O)NC1C (stereo not given)	.	2	.	.	12	3	-2	.	.
Cc1ccn2c(=O)nc(SCC(=O)Nc3ccc4c(c3)OCCO4)nc2c1	.	2	.	.	0	1	-2	.	.
Cc1nn2c(-c3ccccc3)ccnc2c1-c1ccccc1	-2.0	-1	12	4	14	1	-1	-6.2	-4
O=C(CN(Cc1ccccc1)S(=O)(=O)c1ccc(Br)cc1)NCc1ccco1	-6.6	0	2	-31	-9	-8	-7	-5.5	-4
CCN(CC)S(=O)(=O)c1cccc(C(=O)NC(C(=O)Nc2nnc(C3CC3)s2)C(C)C)c1 (stereo not given)	-1.4	6	20	-12	-9	7	-1	-0.8	5
O=C(COC(=O)c1cc([N+](=O)[O-])ccc1NCCO)c1ccc(Cl)cc1	-1.0	-1	-5	-3	-15	-2	-3	-4.6	-15
COc1ccc(C(=O)NCCc2ccc(C)cc2)cc1OC1CCN(C(C)=O)CC1	-0.5	-3	-2	-23	-4	3	-6	-1.1	2
CC1=CC(=O)N(c2ccn(C)n2)C1=O	-0.1	9	11	-4	-1	3	-2	0.8	12
CCOC(=O)C(=O)NNc1cccc(C)c1C	-2.9	6	3	7	3	6	-1	-3.4	3
COc1ccc(NC(=O)Nc2ccc3c(c2)C(=O)N([C@@H](C)CO)C[C@@H](C)[C@@H](CN(C)S(=O)(=O)c2cn(C)cn2)O3)cc1	.	-1	.	.	0	3	-2	.	.
CC1CCCC(NC(=O)C2N(CCCN3CCCC3)C(=O)C3C(C(=O)Nc4ccc(Cl)cc4)C4C=CC32O4)C1C (stereo not given)	-3.5	7	1	-8	-16	-2	-8	-5.0	-19
O=S(=O)(NCCN1CCOCC1)c1ccc(-c2ccc(S(=O)(=O)NCCN3CCOCC3)cc2)cc1	-1.8	2	10	-13	1	1	-6	-2.3	17
COC(=O)c1[nH]cnc1C(=O)c1ccccc1	-0.4	6	-8	-8	0	-2	-1	1.3	15
CN(CCO)C1=CC(=O)CC(C)(C)C1	-2.5	-1	18	-2	1	3	-3	-5.2	-4
COc1ccc(C(=O)N/C(=C\c2cc(OC)c(OC)cc2[N+](=O)[O-])C(=O)NCC(=O)O)cc1	-3.3	-1	17	14	-31	7	-3	-0.3	-5
CCn1c(C)c(C(=O)c2ccccc2)c(C#N)c1C(=O)O	-3.5	6	3	2	-12	1	-3	-0.7	0
Cc1ccc(-c2ccccc2NC(=O)CCl)o1	-2.2	5	-6	-15	41	1	-2	-3.6	0
CC(C)(C)c1ccc(OCC(=O)NCCN2CCCC2)cc1	-3.9	0	4	-26	-28	8	-1	-4.4	-3
O=[N+]([O-])c1ccc(/C=N/n2c(C3CCCCC3)n[nH]c2=S)cc1	-3.0	2	16	-14	-28	-6	-3	-2.6	6
CC(NC(=O)c1ccc(CS(=O)(=O)c2cccc(C(F)(F)F)c2)o1)c1ccc2c(c1)OCCO2 (stereo not given)	-4.8	2	11	-7	2	0	-6	-2.1	-4
CCCOC(=O)c1ccc(NC(=O)CSC2=Nc3ccccc3C3CC=NN23)cc1 (stereo not given)	-3.0	-2	6	-10	-35	-5	-4	1.5	4
CC(C)(C)c1nc(SCC(=O)Nc2nc3c(s2)CCCC3)c2ccccc2n1	-1.3	-6	-20	-18	-66	14	-11	-2.0	11
O=C(Nc1ccn(C2CC(OC(=O)c3ccccc3)C(CO)O2)c(=O)n1)c1ccccc1 (stereo not given)	-2.5	-1	-5	-8	-3	3	-3	-0.5	1
O=C(COC(=O)CNC(=O)c1ccccc1)Nc1nnc(-c2ccccc2)o1	.	11	.	.	-11	0	-3	.	.
N#CC1=C(N)N(c2ccccc2C#N)C2=C(C(=O)CCC2)C1c1ccsc1 (stereo not given)	0.1	4	24	-13	12	-3	-8	-1.3	6
Cc1cccc(NC2=NCC(=O)N2Cc2cccs2)c1	2.2	1	-9	-7	7	1	-2	-0.7	-1
Cc1ccn2c(=O)c(C(=O)O)cnc2c1	-2.9	-10	22	4	8	0	-2	-2.4	3
O=C(O)c1ccc(NCc2ccncc2)cc1	-0.2	0	-9	5	-8	3	-8	-0.2	13
C#CCOc1c(Br)cc(/C=N/O)cc1OCC	-1.6	4	-4	4	11	5	2	-2.9	32
CCOC(=O)C1CCN(C(=O)Nc2ccc(NC(=O)C3CCN(C(=O)OCC)CC3)cc2)CC1	0.6	6	-4	1	6	4	0	-0.6	2
CC(/C=N/NC(=O)c1cccs1)=C\c1ccco1	-0.2	-2	14	-35	15	7	-5	-1.6	26
O=C(CCc1nc2ccccc2s1)OCC(=O)c1ccccc1	-2.1	1	11	-26	36	4	0	-4.3	1
Cc1ccccc1C(=O)NCC(=O)N1CCN(c2ccccn2)CC1	.	-2	.	.	-14	-2	-6	.	.
O=C(Nc1nnc(C(F)(F)F)s1)c1cccnc1	-0.6	0	1	-7	-6	-5	-6	-1.7	0
COc1cc(C(=O)NCC(c2ccccc2)N(C)C)ccc1OCc1c(C)noc1C (stereo not given)	.	-5	.	.	-1	5	-3	.	.
COc1ccc(CN2CCN(Cc3ccco3)CC2)cc1OC	-0.3	5	12	14	3	-1	-4	-2.6	9
O=C(CCCN1C(=O)c2ccccc2C1=O)NCCCn1ccnc1	-1.1	-5	30	8	-5	4	-1	-2.4	-1
COc1ccccc1C(c1c(N)n(C)c(=O)n(C)c1=O)C(C)[N+](=O)[O-] (stereo not given)	-0.3	10	-3	2	-6	.	3	-1.5	-4
O=C(NCCc1nc2ccccc2[nH]1)/C(=C/c1ccco1)NC(=O)c1ccc(Br)o1	-1.6	3	12	-9	-33	-3	-4	-0.8	-6
O=C(CCC1CCCN(Cc2cccc3c2OCO3)C1)NCc1ccc(F)c(F)c1 (stereo not given)	-2.0	2	-6	-11	1	-1	-5	-4.2	-6
O=C(NCC(c1ccco1)N1CCc2ccccc2C1)C(=O)Nc1ccccc1 (stereo not given)	.	1	.	.	-7	6	-1	.	.

No enrichment for hits; any-hit rate near 3.2%.
